Source: PubChem
p53ts 39C kill: kills p53ts cells at the nonpermissive temperature; H1299-p53A138V viability at 39C, ATP luminescence, 24 h; Potency, µM (highest dose often 46.1 µM), without a hit: at the highest dose activity change, negative = cell killing, usual class: cytotoxic; 130,000 compounds, 1.5% hits; AID 902; note: nearly all actives have a fitted effect of over 55% in size
Peg3 imprint: inducers of genomic imprint erasure in mouse ES cells. mouse ES Peg3-LacZ reporter, beta-gal luminescence, 40 h. Potency, µM (titrated, usually from 60.7 µM), inactives show at the top dose activity change, positive = activation, usual class: activators. 110,000 compounds, 0.02% hits. AID 1948;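 note: 0% = negative control wells on the plate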
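Readout: BetaGlo luminescence (5 min, room temp) for LacZ from the normally silent maternal Peg3 allele in female Peg3LacZ-Neo ES cells. Cells 300/well, 40 h, 37C, 5% CO2. Data normalized per plate to negative controls.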
IkB sig inh: suppresses IkB signaling in ABC-DLBCL reporter cells | AID 445 | 110,000 compounds, 0.04% hits | ABC-DLBCL IkBa-CBG/CBR dual luciferase ratio, 4 h; response scale: scaled: untreated 0%, proteasome inhibitor 100% | Potency, µM (highest dose often 57.1 µM), without a hit: top-dose IkBa stabilization activation; active = well fitted curve in the direction sought with a large enough effect in the signal ratio, not every such curve was filed as active; inconclusive = small, poorly fitted or top-dose-only effect, or a change in a side signal; the % refers to the signal ratio;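 note: the direction sought is a rising ratio; 0% = basal untreated cells and 100% = reference inhibitor full response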
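Luminescence ratio of IκBα-fused green versus native red beetle luciferase in OCI-Ly3 cells, 4 h post-doxycycline with compound; red signal alone, scaled from basal (0%) to zero light (-100%), flagged nonspecific or cytotoxic effects.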
p53ts 32C tox: cytotoxicity in p53ts cells at permissive temperature | AID 924 | Potency, µM (titrated, usually from 46.1 µM), inactives show at the top dose activity change, negative = cytotoxicity, actives largely listed as cytotoxic | 130,000 compounds, 0.93% hits | H1299-p53A138V at 32C, ATP luminescence viability, 24 h;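 note: 0% = DMSO and -100% = full killing by reference compound; nearly all actives have a fitted effect of over 55% in size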
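H1299-p53 A138V cells (temperature-sensitive p53) exposed 24 h to up to 46 uM compound at 32C, where p53 is wild-type in conformation. Viability read as ATP luminescence and normalised to DMSO and 100 uM tamoxifen. AC50 fitted with the Hill equation.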
An asterisk follows results filed as active; ? = inconclusive; nt = no result given; [ ] = remark or other dose. Unless noted, calls come from the whole dose curve; as a rule, active = well fitted curve in the direction sought with a large enough effect; inconclusive = small, poorly fitted or top-dose-only effect, or another doubt; inactive = no such curve, though single readings can be large; an effect the other way counts as inactive or inconclusive. Unless noted, % is set by controls: 0 for no effect and ±100 for the full control effect; potency is the fitted concentration of half-maximal effect.

structure	p53ts 39C kill	Peg3 imprint	IkB sig inh	p53ts 32C tox
C=Cc1ccc(Cn2nc(-c3ccc(C)cc3)ccc2=O)cc1	?	6%[10.9 µM]	?	7%
COc1ccccc1-n1cnc2cc(NCc3ccco3)ccc21	4%	-30%[inhibitor]	?	8%
COc1ccc(N2C(=O)CC(N3CCC(C(N)=O)CC3)C2=O)cc1 (centres undefined)	6%	-15%	3.4%	-2%
O=c1c2cc3c(cc2[nH]c(=S)n1Cc1ccco1)OCO3	-3%	-9%	0.7%	1%
O=C1OC(C(=O)Nc2cccc(Br)c2)Cc2ccccc21 (centres undefined)	4%	-13%[10.9 µM]	-0.9%	3%
CCOc1ccc(OC(=O)c2cn(-c3ccc(C)cc3)c(=O)c3ccccc23)cc1	-9%	26%[10.9 µM]	0.8%	3%
Cc1nc2sc(C)c(C)c2c(=O)[nH]1	5%	-5%	-0.7%	0%
Oc1c(C(c2ccccc2)N2CCOCC2)sc2nc(-c3ccco3)nn12 (centres undefined)	-5%	-6%[10.9 µM]	-0.7%	0%
CCOC(=O)c1ccc(NC(=O)CN2CCN(CCN=CC3=C(O)CC(C)(C)CC3=O)CC2)cc1	1%	-19%	8.2%	-12%
CCCS(=O)(=O)c1c(S(=O)(=O)CCC)c2cnccn2c1C(=O)c1ccc(F)cc1	-7%	12%	-2.2%	-14%
CC1CCN(S(=O)(=O)c2ccc3c(c2)CCN3C(=O)Nc2ccccc2Br)CC1	-15%	-10%[10.9 µM]	0.1%	5%
COc1cccc(Cn2c(C)c(CNC3CCCCC3)c(C(=O)O)c2C)c1	-27%	9%[10.9 µM]	-0.4%	-9%
O=C(NCC1CCCO1)C1CCC(CNS(=O)(=O)c2ccccc2)CC1 (centres undefined)	0%	-4%	0.6%	5%
COC(=O)C1=C(C)N(Cc2ccccc2)C2=C3C(=O)OCCC3[C@@](O)(C(=O)OC)C(=O)N2C1c1ccccc1 (some centres undefined)	-12%[9.22 µM]	nt	nt	6%[9.22 µM]
COc1ccc(-c2nc(=S)c3c(n2CCN2CCOCC2)CC(C)(C)OC3)cc1	6%	-10%	-1.7%	-3%
O=c1cc(-c2ccccc2)[nH]c2ccccc12	?	-15%	6.1%	-11%
CCSc1ccccc1C(=O)N1CCN(Cc2ccc3c(c2)OCO3)CC1	-5%	-26%	4.3%	-6%
CCC/C=C(\CCC)C(NC(=O)c1ccc(C(=O)OC)cc1)c1ccc(C(=O)OC)cc1 (centres undefined)	-5%	9%	nt	9%
COc1cccc(CNC(=O)c2cc(S(=O)(=O)N3CCCCCC3)cn2C)c1	-16%	-11%[10.9 µM]	?	4%
O=C1/C(=C/Nc2ccc3c(c2)OCO3)CCc2ccccc21	6.3µM*	-95%[inhibitor]	?	4µM*

Record cards, as listed above. Order of screens: p53ts 39C kill	Peg3 imprint	IkB sig inh	p53ts 32C tox
`COc1ccc(-c2nc(=S)c3c(n2CCN2CCOCC2)CC(C)(C)OC3)cc1` as listed: 6%	-10%	-1.7%	-3%
`O=C(NCC1CCCO1)C1CCC(CNS(=O)(=O)c2ccccc2)CC1` (centres undefined) as listed: 0%	-4%	0.6%	5%

Remaining list, next part.
structure	p53ts 39C kill	Peg3 imprint	IkB sig inh	p53ts 32C tox
COc1cc2c(C(=O)NCCCN3CCN(c4cccc(Cl)c4)CC3)cn(C)c(=O)c2cc1OC	-5%	-16%	1.6%	-10%
O=c1c(-c2cccc(F)c2)nc2cncnc2n1Cc1ccccc1	-2%	nt	0.3%[11.4 µM]	-1%
CCOC(=O)N1CCN(c2cc(C)c(C(C)=O)cc2F)CC1	13%	-15%	-0.1%	0%
Cc1cccc(Nc2nnc(-c3ccc(C)c(S(=O)(=O)NCC4CCCO4)c3)c3ccccc23)c1 (centres undefined)	-7%	-14%[10.9 µM]	?	12%
O=C(O)c1ccccc1NS(=O)(=O)c1ccc(F)c(Cl)c1	11%	nt	nt	4%
Cc1ccc(-n2cccc2C(=S)N=P(N(C)C)(N(C)C)N(C)C)cc1	-12%	-12%	1.5%	11%
CC(C)(C)Sc1ccc(N)nc1	-1%	-10%	0.8%	-3%
COCCn1c(=O)[nH]c2cc(C(=O)NCc3ccccc3Cl)ccc2c1=O	-9%	3%[10.9 µM]	?	-24%
CC1CCc2c(sc(NC(=O)C3c4ccccc4Oc4ccccc43)c2C(=O)OC(C)C)C1 (centres undefined)	-18%	6%[10.9 µM]	4.3%	-4%
COCCn1c(C)cc(C(=O)CSc2ncn[nH]2)c1C	2%	-11%	-0.3%	?
COc1cccc(NC(=O)CSc2nnc(CNC(=O)c3ccccc3)n2C)c1	1%	-3%	1.5%	-8%
COc1ccc(-c2csc(-c3cc4ccccc4oc3=N)n2)cc1	-2%	nt	nt	-7%
Cn1c(=O)c2c(-c3ccccc3)n3c4ccccc4nc(-c4ccccc4)c3c2n(C)c1=O	9%	2%[10.9 µM]	?	1%
CCOc1cc(C(=O)CSc2nnc(CNc3ccc(Cl)cc3)o2)ccc1NC(=O)CC	16µM*	nt	3.5%	16µM*
CCOC(=O)c1cc(-c2ccc(OC)c(S(=O)(=O)Nc3ccc(OC)cc3OC)c2)on1	2%	-6%[10.9 µM]	?	-7%
CCOC(=O)N1CCN(Cc2nc3cc(NC(=O)CC)ccc3n2C(C)C)CC1	-12%	-25%[10.9 µM]	1.5%	12%
COc1ncc2ncc(=O)n(CCC#N)c2n1	4%	nt	-0.2%[11.4 µM]	8%
CCc1cc2c(=O)c(-c3cscn3)coc2cc1OC	-8%	0%	-0.2%	-11%
CCOc1ccc2nc(N3CCC(C(=O)Nc4nnc(CC)s4)CC3)sc2c1	4%	-9%	6.7%	-7%
COc1ccc(NC(=O)CCCC(=O)OCC(F)(F)C(F)F)cc1	1%	-6%	-0.7%	-4%

structure	p53ts 39C kill	Peg3 imprint	IkB sig inh	p53ts 32C tox
O=C1c2ccccc2-c2onc3ccc(NCCCn4ccnc4)c1c23	?	-32%[inhibitor]	-2.0%	-28%
CC1Cc2ccccc2N1S(=O)(=O)c1nnc(NC(=O)c2ccccc2Br)s1 (centres undefined)	?	-12%[10.9 µM]	-1.4%	-16%
CN1[C@@H]2CC[C@H]1CC(OC(c1ccccc1)c1ccccc1)C2 (some centres undefined)	2%[9.22 µM]	-15%[10.9 µM]	-0.2%[11.4 µM]	1%[9.22 µM]
COCCNC(=O)CS(=O)(=O)Cc1nc(-c2ccc(C)cc2)oc1C	0%	-3%	-1.1%	2%
CSC1=NCCN1C(=O)COc1ccc2ccccc2c1	5%	-8%	-2.1%	-1%
C[C@]12CCC(=O)C=C1CCC1C2C(O)C[C@]2(C)C1CC[C@]2(O)C(=O)COC(=O)CCC(=O)O (some centres undefined)	-22%	-1%	nt	-4%
O=C(/C=C\c1ccccc1OC(=O)c1ccccc1F)c1cc2ccccc2o1	13%	nt	nt	2%
CCc1ccc(NC(=O)c2cc3ccccn3n2)cc1	3.2µM*	-22%[10.9 µM]	12%	6.3µM*
O=C1Nc2ccc(S(=O)(=O)N3CCCC3)c3ccc(S(=O)(=O)N4CCCC4)c1c23	-8%	-1%	0.2%	11%
Cc1ccc2cc(C)c3nnc(SCC(=O)NCc4ccco4)n3c2c1	6%	-2%	-0.4%	8%
COc1cc(NC(=O)C2=CC(c3ccco3)=NS(=O)(=O)N2C)cc(OC)c1OC	29%	-12%[10.9 µM]	1.1%	-8%
Cc1ccc(-n2c3c(c(=O)[nH]c2=O)C(NS(=O)(=O)c2ccc(Cl)cc2)(C(F)(F)F)C(=O)N3)cc1 (centres undefined)	10%	-4%[10.9 µM]	-0.3%	-2%
CC(C)CCNC(=O)C(=O)Nc1c2c(nn1-c1ccc(Cl)cc1)CSC2	-32%	-26%[10.9 µM]	-0.9%	-4%
COc1ccc(C(=O)Nc2c(F)c(F)c(F)c(F)c2F)c(OC)c1	-3%	-6%	1.2%	-4%
Cc1nnc(NC(=O)CSc2cn(CCNC(=O)c3ccccc3)c3ccccc23)s1	-6%	-16%	7.3%	-12%
CC(=O)NC1=NN(C(C)=O)C(C)(c2cccs2)S1 (centres undefined)	18%	nt	nt	0%
Cc1nnc(SCC(=O)N(C(C)C)C(C)C)nc1C	4%	-7%	-1.6%	-4%
CCCOC(=O)c1c(NC(=O)c2nc3ncccn3n2)sc(C(=O)OCC)c1C	6%	27%[10.9 µM]	2.0%	-5%
CCCn1nnnc1SCC(=O)NCc1ccc2c(c1)OCO2	9%	-7%	1.8%	0%
CCC1c2ccc(C)n2CCN1C(=O)Nc1cc(Cl)ccc1OC (centres undefined)	9%	nt	nt	12%

structure	p53ts 39C kill	Peg3 imprint	IkB sig inh	p53ts 32C tox
CCc1cccc(OCC(=O)Nc2ccc(S(=O)(=O)Nc3cc(C)nc(C)n3)cc2)c1	4%	-12%[10.9 µM]	?	5%
CCn1c(C)c(C2N3CC4(C)CN2CC(C)(C3)C4=O)c2ccccc21 (centres undefined)	-18%	4%[10.9 µM]	?	7%
COc1ccccc1Cn1cc(C(=O)c2ccc(Cl)cc2)c(=O)c2ccccc21	13µM*	-14%[10.9 µM]	?	?
COc1ccc(OC)c(S(=O)(=O)Nc2ccccc2C(=O)O)c1	1%	-1%	0.5%	6%
CC(C)(C)C(=O)NC1CCN(S(C)(=O)=O)CC1	-3%	nt	nt	-3%
CCCCN(CC)C(=O)c1cccc(Cl)c1	7%	-13%	-2.7%	12%
COc1ccc(-c2csc(/C(C#N)=C/Nc3ccc4c(c3)OCCO4)n2)cc1	-4%	nt	nt	-24%
O=C(CSc1nc2ncccc2[nH]1)c1cccc([N+](=O)[O-])c1	-10%	nt	nt	2%
Cc1c(O)c(=O)c2ccccc2n1C	11%[9.22 µM]	nt	nt	1%[9.22 µM]
c1ccc(NC2=Nc3ccccc3CS2)cc1	-10%	-58%[inhibitor]	-0.1%	-5%
CCc1ccc(NC(=O)CCNS(=O)(=O)c2cccc3nonc23)cc1	-7%	-11%	-0.9%	-4%
CCOc1ccc(S(=O)(=O)c2cn(Cc3cc(C)ccc3C)c3ccc(OCC)cc3c2=O)cc1	-8%	-11%[10.9 µM]	?	13%
Cc1ccc2nc(NC(=O)CSc3nc4c(c(=O)n3C)SC(C)C4)sc2c1 (centres undefined)	-23%	-35%[inhibitor]	?	8%
O=C1Nc2ccccc2OC1CC(=O)N1CCOCC1 (centres undefined)	3%	-5%	4.6%	7%
CCn1c(NCc2cccs2)nc2ccccc21	6%	-6%	2.2%	-3%
Cc1c(C)n(Cc2ccccc2)c2ccc(C(=O)NCc3ccc(OC(C)C)cc3)cc12	12%	-5%[10.9 µM]	0.7%	8%
C[C@@H]1C[C@@H]2[C@H]3CCC4=CC(=O)C=C[C@]4(C)[C@]3(Cl)[C@@H](O)C[C@@]2(C)[C@@]1(O)C(=O)CO	-7%	nt	?	-4%
Cc1ccc(C)c(-c2[nH]c3c(c2-c2c(-n4cccc4)n(C)c(=O)[nH]c2=O)c(=O)[nH]c(=O)n3C)c1	8%	-10%[10.9 µM]	-0.3%	-6%
CC(=O)N(c1ccccc1)c1nc(C)cc(C)c1C#N	3%	nt	nt	-1%
Cc1ccc(-c2c(C(=O)N3CCOCC3)oc(=O)c3ccccc23)cc1	6%	-10%	-3.6%	1%

structure	p53ts 39C kill	Peg3 imprint	IkB sig inh	p53ts 32C tox
COCCNS(=O)(=O)c1ccc(SC)cc1	7%	-20%	-0.1%	-5%
CN(C)c1ncc2nc(-c3cccs3)c(=O)n(CCC#N)c2n1	17%	-3%	-2.8%[11.4 µM]	0%
CCOc1ccc(NCc2nnc(SCC(=O)Nc3cc(C)on3)n2-c2ccccc2OC)cc1	-8%	-24%	?	16%
Cc1cc(C)nc(-n2nc(C)cc2NC(=O)CN2CCC(C)CC2)n1	7%	-11%	-0.3%	5%
CCOc1ccccc1NC(=O)N1CCC(N2CCN(Cc3ccccc3)C(=O)C2=O)CC1	-3%	-6%[10.9 µM]	0.7%	2%
O=C(/C=C/Nc1ccccc1Br)c1ccccn1	1.3µM*	-94%[inhibitor]	?	0.79µM*
COc1ccccc1CNc1cc(-c2c(C)noc2C)ncn1	-6%	-12%	3.7%[11.4 µM]	6%
